Screening results from PubChem.
APP 5'UTR act – activates APP 5'UTR luciferase reporter; activation, % at 2 µM; SH-SY5Y APP 5'UTR luciferase reporter, luminescence; zero percent = DMSO vehicle wells; 190,000 compounds, 1% hits;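 active means activation above a set limit, based on mean plus 3 SD of controls, cut at about 140% in these data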; further: values of inactives mirror those of a sister screen read the other way
TLR4-MyD88 BLA – blocks binding of human TLR4 to MyD88; HeLa CL3-4 TLR4/MyD88 BLA complementation, FRET ratio; inhibition, % at 8.4 µM; 200,000 compounds, 0.18% hits; in the data active means inhibition above about 25%;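 further: 0% = vehicle and 100% = reference inhibitor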
Target sequence (O00206 whole entry, looked up): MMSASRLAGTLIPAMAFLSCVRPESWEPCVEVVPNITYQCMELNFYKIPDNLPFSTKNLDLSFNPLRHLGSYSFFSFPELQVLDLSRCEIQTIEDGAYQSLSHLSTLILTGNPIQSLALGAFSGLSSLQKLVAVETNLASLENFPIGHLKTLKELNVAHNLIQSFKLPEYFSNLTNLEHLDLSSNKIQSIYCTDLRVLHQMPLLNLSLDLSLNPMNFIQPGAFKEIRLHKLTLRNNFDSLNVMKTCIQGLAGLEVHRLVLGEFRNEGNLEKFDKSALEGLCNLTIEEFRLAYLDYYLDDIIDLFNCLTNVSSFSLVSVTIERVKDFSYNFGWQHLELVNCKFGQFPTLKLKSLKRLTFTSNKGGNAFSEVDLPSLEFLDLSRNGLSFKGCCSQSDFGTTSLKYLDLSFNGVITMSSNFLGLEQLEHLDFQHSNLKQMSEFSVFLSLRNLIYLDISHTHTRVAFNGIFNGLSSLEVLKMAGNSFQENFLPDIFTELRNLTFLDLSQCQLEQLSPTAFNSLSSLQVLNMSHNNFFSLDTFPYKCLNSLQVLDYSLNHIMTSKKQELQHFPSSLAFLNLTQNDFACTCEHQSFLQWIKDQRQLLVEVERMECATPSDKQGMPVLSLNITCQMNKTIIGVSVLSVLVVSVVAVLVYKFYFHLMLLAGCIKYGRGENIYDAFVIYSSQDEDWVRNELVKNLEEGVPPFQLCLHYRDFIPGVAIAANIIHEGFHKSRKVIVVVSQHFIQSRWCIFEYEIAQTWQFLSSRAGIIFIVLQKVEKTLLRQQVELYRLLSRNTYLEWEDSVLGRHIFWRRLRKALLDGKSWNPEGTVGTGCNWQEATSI
Target sequence (Q99836 whole entry, looked up): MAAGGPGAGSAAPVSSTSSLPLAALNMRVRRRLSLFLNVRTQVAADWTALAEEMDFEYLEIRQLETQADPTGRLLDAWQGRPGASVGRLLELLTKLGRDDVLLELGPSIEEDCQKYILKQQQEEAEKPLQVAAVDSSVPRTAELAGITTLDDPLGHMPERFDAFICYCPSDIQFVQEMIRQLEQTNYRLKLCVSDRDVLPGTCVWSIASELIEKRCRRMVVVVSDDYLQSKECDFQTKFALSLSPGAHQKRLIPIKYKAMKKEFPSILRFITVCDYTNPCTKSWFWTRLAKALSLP
Diaph inh CS – counter-screen for diaphorase-based assays: diaphorase inhibitors and chemical oxidizers. diaphorase resazurin-to-resorufin fluorescence, NADH, 16 min; bacterial (C. kluyveri) enzyme, not human. inhibition, % at 20 µM. 190,000 compounds, 0.69% hits;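 active means primary screen inhibition at 20 µM above a set limit, cut at about 50% in these data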;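 further: plate controls were DMSO with full reaction for no effect and wells lacking NADH for full effect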
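Test system: diaphorase enzyme from Clostridium kluyveri; amount: diaphorase at 0.14 U/mL in enzyme working solution; detection: fluorescence of resorufin formed from resazurin, Ex 544/Em 590 nm; times: reaction incubation of 16 min at room temperature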
STAT1 activator – STAT1 signaling activation; 200,000 compounds, 2.6% hits; activation (% of control), % at 5.5 µM; NIH 3T3 STAT1-luciferase reporter, IFN-gamma, luminescence; 100% = IFN-gamma alone, no compound;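 active means activation above the screen-wide mean activation plus 3 SD, cut at about 130% in these data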;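 further: raw ratio to IFN-gamma control signal so 100% means no change and 0% no light; values of inactives mirror those of a sister screen read the other way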
APP transl inh – APP translation inhibition | SH-SY5Y APP 5'UTR-luciferase reporter, luminescence | inhibition, % at 2 µM | 190,000 compounds, 0.82% hits | AID 1285;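 active means inhibition above a set limit, derived from the sample mean plus 3 SD, cut at about 45% in these data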; further: values of inactives mirror those of a sister screen read the other way
NF-kB expr up – compounds increasing NF-kB expression in human neuronal cells; NF-kB reporter expression; stronger effect = higher value; fold change at 12.5 µM; 190,000 compounds, 1.6% hits; AID 1239; in the data active means fold change above about 3.3
G6PDH CS – inhibits Leuconostoc G6PDH, flagging false hits in G6PDH-based assays | Purified L. mesenteroides G6PDH, diaphorase/resazurin coupled fluorescence, 45 min | inhibition, % at 5 µM | 200,000 compounds, 0.12% hits; in the data active means inhibition above about 50%
Diaphorase act – activates diaphorase or chemically reduces, flagging diaphorase assay artifacts; Diaphorase/resazurin coupled assay, resorufin fluorescence, 16 min; stronger effect = higher value; 1 = vehicle wells, 0 = NADH-free wells; activation factor at 20 µM; 190,000 compounds, 0.005% hits;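 active means diaphorase activity raised at least twofold by the compound at 20 µM; inactive means activation factor below 2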
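Material: purified diaphorase enzyme from Clostridium kluyveri / Medium: HEPES pH 7.4 buffer with MgCl2 and Tween 20 / Schedule: enzyme reaction of 16 min at room temperature / Measured by: resorufin fluorescence, excitation 544 nm, emission 590 nm / Evaluation: rise in resorufin formation, marking diaphorase activation or chemical reduction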
FLuc stim CS – affects firefly luciferase, flagging false hits in luciferase stimulation screens | 200,000 tested, under 10 active | activation factor at 10 µM | P08659 | ATPlite luciferase biochemical, luminescence, 10 min; 0 = ATP-free wells, 1 = DMSO control;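 active means luciferase activation factor, scaled between plate controls, of at least 2 with compound at 10 µM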
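System: Luciferase/luciferin detection reagent, cell-free biochemical luciferase assay | Medium: PBS buffer for ATP | Dosing: Test compounds dosed from 2 mM stocks in 100% DMSO | Timing: 10 min at ambient temperature | Signal: Luminescence measurement of luciferase light output | Evaluation: Luciferase activation, seen as luminescence increase over controls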
FLuc inhib CS – counter-screen for luciferase assay inhibitors: firefly luciferase inhibition. P08659. ATPLite firefly luciferase biochemical luminescence, 10 min. inhibition, % at 10 µM. 200,000 compounds, 1.5% hits. AID 1006;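 active means inhibition above about 50% when tested at 10 µM, limit read from the data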
Active calls of the source: *; nt = no result given.

SMILES | APP 5'UTR act | TLR4-MyD88 BLA | Diaph inh CS | STAT1 activator | APP transl inh | NF-kB expr up | G6PDH CS | Diaphorase act | FLuc stim CS | FLuc inhib CS
O=C(CCCCn1c(=O)c2ccccc2n(Cc2ccc(F)cc2Cl)c1=O)NCc1ccco1 | 4 | -8 | 18 | 103 | -4 | 1 | -1 | 0.8 | 1.1 | -6
Cn1cc2cc(NC(N)=S)ccc2n1 | 4 | 0 | 22 | 96 | -4 | 1 | -8 | 0.8 | 1 | -3
COCCCNC(=O)c1ccc(Cn2c(=O)c3ccccc3n(Cc3ccccc3C#N)c2=O)cc1 | -8 | -6 | 5 | 102 | 8 | 1.1 | 6 | 0.9 | 1 | -3
O=C1CC(c2ccc(S(=O)(=O)NCc3ccccc3)cc2)CN1 (stereo unspecified) | -6 | 4 | 2 | 102 | 6 | 1.1 | 7 | 1 | 1.1 | -5
COC(=O)c1ccc(-n2nnnc2SCc2ccccc2OC)cc1 | -7 | 9 | 25 | 105 | 7 | 1 | 1 | 0.8 | 1.1 | -6
COc1ccc(/C=N/NC(=O)C(C)n2cnc3ccccc3c2=O)cc1 (stereo unspecified) | 23 | 4 | 8 | 105 | -23 | 0.98 | -12 | 0.9 | 1.1 | -7
O=C(Nc1ccc(-c2csc(-c3ccccc3)n2)cc1)c1ccccc1Cl | 0 | 2 | 4 | 103 | 0 | 1.1 | 14 | 1 | 1 | -3
C=CCc1cccc(/C=N/NC(=O)CNc2cccc3ccccc23)c1O | -3 | -7 | 42 | 92 | 2 | 1.2 | 16 | 0.6 | 1 | 1
C/C(=N/N=C1/NC(=O)CC(C(=O)Nc2ccccc2)S1)c1cccs1 (stereo unspecified) | 23 | -6 | 19 | 109 | -23 | 1.1 | -9 | 0.8 | 0.8 | 16
Cn1c(=O)c(C(=O)COC(=O)c2cc(C(F)(F)F)nc3c(C(F)(F)F)cccc23)c(N)n(CC2CC2)c1=O | -13 | -9 | 21 | 97 | 13 | 0.84 | 16 | 0.8 | 1 | 1
O=S(=O)(c1ccc(N2CCN(Cc3ccc4c(c3)OCO4)CC2)nc1)N1CCOCC1 | 8 | 5 | -2 | 90 | -8 | 0.95 | -1 | 1 | 1 | -3
CCCn1c(N2CCN(CC(=O)c3c(C)n(C)c4ccc(OC)cc34)CC2)nc2c1c(=O)[nH]c(=O)n2C | -3 | 15 | 5 | 102 | 3 | 0.69 | -6 | 0.9 | 0.9 | 7
CC(C)c1nc(SCC(=O)c2ccccc2)c2c(=O)n(C)c(=O)n(C)c2n1 | 5 | 3 | 23 | 99 | -5 | 1.3 | -56 | 0.8 | 1.1 | -9
CCSc1ncnc2c(C#N)c3n(c12)CCCCC3 | -4 | 5 | 13 | 103 | 4 | 1.1 | 4 | 0.9 | 1.1 | -5
CN(C(=O)CSCC(=O)O)C1CCCCC1 | -4 | 0 | 9 | 104 | 4 | 1.2 | 15 | 0.9 | 1 | -3
CS(=O)(=O)c1ccc(C(=O)NCC2(N3CCCCC3)CCCCC2)cc1 | -2 | -19 | 4 | 101 | 2 | 1 | 1 | 1 | 1 | 1
CCN(CC)C(=O)CC(c1ccc(F)cc1)c1ccc(OC(C)C)cc1 (stereo unspecified) | -1 | 9 | 14 | 100 | 1 | 0.82 | 0 | 0.9 | 1 | -1
COc1cccc(C2=NO[C@@H]3C(=O)N(Cc4ccccc4)C(=O)[C@H]23)c1OC | 3 | 3 | 19 | 99 | -3 | 1.2 | 13 | 0.8 | 1 | -1
Cc1ccccc1NS(=O)(=O)c1cc(C(=O)NCCC2=CCCCC2)ccc1Cl | -2 | 4 | 27 | 92 | 2 | 0.62 | 3 | 0.7 | 1.1 | -6
CCOc1ccc(NC(=O)CSc2nc3c(c(=O)n2-c2ccccc2OC)SCC3)cc1 | nt | nt | 12 | nt | nt | nt | -38 | 0.9 | 1 | -4
Cc1cc(NC(=O)CN2CCCCC2C)no1 (stereo unspecified) | 4 | -12 | 9 | 102 | -4 | 0.92 | 2 | 0.9 | 1 | -2
Cc1ccc(C)c2c(SC(C)C(=O)NCc3ccco3)nc(-c3ccccc3)nc12 (stereo unspecified) | -6 | 13 | 5 | 100 | 6 | 1 | 14 | 0.9 | 1 | -3
CN(C)S(=O)(=O)c1cccc(NC(=O)c2cnccn2)c1 | -8 | -7 | -3 | 106 | 8 | 1.1 | 18 | 1 | 1 | -3
Cc1cccc2cc(CN(Cc3cccs3)C3(c4nnnn4C4CCCC4)CCCC3)c(=O)[nH]c12 | 2 | -5 | 18 | 96 | -2 | 1 | -2 | 0.8 | 1.1 | -8
CC(C)C(c1nnnn1CC1CCCO1)N1CCN(C2CCCC2)CC1 (stereo unspecified) | -6 | 21 | 15 | 100 | 6 | 1.4 | 11 | 0.9 | 1.1 | -5
CC1=CC(=O)C(C(C)C)=C/C1=N/OC(=O)c1cccc([N+](=O)[O-])c1 | -2 | 4 | 2 | 96 | 2 | 1.4 | -3 | 1 | 0.9 | 5
O=C1CCC/C1=C\c1ccccc1 | 6 | 4 | 11 | 104 | -6 | 0.97 | -4 | 0.9 | 1 | -3
O=C(O)c1ccc(N2CCCCC2)cc1 | 3 | 9 | -5 | 100 | -3 | 1.5 | 0 | 1 | 1 | -4
COC(=O)C1=NN(C(C)=O)C2(CC(=O)N(c3cc(C)cc(C)c3)C2=O)C1 (stereo unspecified) | 0 | 8 | 3 | 99 | 0 | 1.1 | 9 | 1 | 1.1 | -8
N#C/C(=C(/O)COC(=O)CCCNC(=O)c1ccc(Cl)cc1)c1nc2ccccc2[nH]1 | 0 | -10 | 35 | 98 | 0 | 0.86 | 2 | 0.6 | 0.9 | 7
CCc1ccc(N2C(=O)CC(N(CC3CCCO3)C(=O)/C=C/C(=O)O)C2=O)cc1 (stereo unspecified) | -3 | -1 | 8 | 101 | 3 | 0.91 | -9 | 0.9 | 0.8 | 24
O=C(NCCc1ccccc1)c1ccc([N+](=O)[O-])cc1 | 152* | 8 | 1 | 103 | -152 | 4.3* | 2 | 1 | 0.3 | 66*
COc1ccc(C(=O)NNC(=O)CSc2nnc(COc3ccccc3OC)n2C)cc1 | -8 | 4 | -3 | 94 | 8 | 1.6 | 12 | 1 | 1 | -1
Cc1n[nH]c(C)c1N1C(=O)c2cccc3cc(Br)cc(c23)C1=O | -1 | -4 | 26 | 95 | 1 | 1.1 | 0 | 0.7 | 1.1 | -7
CC(=O)c1c(C)[nH]c(C(=O)NCCc2ccccc2)c1C | 131 | 6 | 13 | 149* | -131 | 3.4* | -2 | 0.9 | 0.7 | 30
CCOC(=O)c1cc2c(=O)n3ccccc3nc2n(CCOC)c1=NC(=O)c1c(-c2c(F)cccc2Cl)noc1C | 17 | 11 | 26 | 91 | -17 | 1.1 | 0 | 0.7 | 1 | 0
CSc1cccc(NC(=O)C2CCN(S(C)(=O)=O)CC2)c1 | 14 | 7 | 4 | 102 | -14 | 0.88 | 29 | 1 | 1 | 0
CCOC(=O)c1cc(-c2cccc([N+](=O)[O-])c2)on1 | 7 | -4 | 12 | 108 | -7 | 1.1 | 13 | 0.9 | 1 | -4
Cc1cccc(/C=N\NC(=O)c2sccc2-n2cccc2)c1 | 3 | 7 | 2 | 108 | -3 | 1.6 | -2 | 1 | 1 | 2
CC(=O)Nc1cc(C(=O)O)ccc1S(=O)(=O)c1ccc(C)cc1 | -9 | -6 | 14 | 96 | 9 | 1.1 | 2 | 0.9 | 1 | -2

11 consecutive entries out of the list so far, quoted:
SMILES | APP 5'UTR act | TLR4-MyD88 BLA | Diaph inh CS | STAT1 activator | APP transl inh | NF-kB expr up | G6PDH CS | Diaphorase act | FLuc stim CS | FLuc inhib CS
O=C1CCC/C1=C\c1ccccc1 | 6 | 4 | 11 | 104 | -6 | 0.97 | -4 | 0.9 | 1 | -3
O=C(O)c1ccc(N2CCCCC2)cc1 | 3 | 9 | -5 | 100 | -3 | 1.5 | 0 | 1 | 1 | -4
COC(=O)C1=NN(C(C)=O)C2(CC(=O)N(c3cc(C)cc(C)c3)C2=O)C1 (stereo unspecified) | 0 | 8 | 3 | 99 | 0 | 1.1 | 9 | 1 | 1.1 | -8
N#C/C(=C(/O)COC(=O)CCCNC(=O)c1ccc(Cl)cc1)c1nc2ccccc2[nH]1 | 0 | -10 | 35 | 98 | 0 | 0.86 | 2 | 0.6 | 0.9 | 7
CCc1ccc(N2C(=O)CC(N(CC3CCCO3)C(=O)/C=C/C(=O)O)C2=O)cc1 (stereo unspecified) | -3 | -1 | 8 | 101 | 3 | 0.91 | -9 | 0.9 | 0.8 | 24
O=C(NCCc1ccccc1)c1ccc([N+](=O)[O-])cc1 | 152* | 8 | 1 | 103 | -152 | 4.3* | 2 | 1 | 0.3 | 66*
COc1ccc(C(=O)NNC(=O)CSc2nnc(COc3ccccc3OC)n2C)cc1 | -8 | 4 | -3 | 94 | 8 | 1.6 | 12 | 1 | 1 | -1
Cc1n[nH]c(C)c1N1C(=O)c2cccc3cc(Br)cc(c23)C1=O | -1 | -4 | 26 | 95 | 1 | 1.1 | 0 | 0.7 | 1.1 | -7
CC(=O)c1c(C)[nH]c(C(=O)NCCc2ccccc2)c1C | 131 | 6 | 13 | 149* | -131 | 3.4* | -2 | 0.9 | 0.7 | 30
CCOC(=O)c1cc2c(=O)n3ccccc3nc2n(CCOC)c1=NC(=O)c1c(-c2c(F)cccc2Cl)noc1C | 17 | 11 | 26 | 91 | -17 | 1.1 | 0 | 0.7 | 1 | 0
CSc1cccc(NC(=O)C2CCN(S(C)(=O)=O)CC2)c1 | 14 | 7 | 4 | 102 | -14 | 0.88 | 29 | 1 | 1 | 0

(continued)
SMILES | APP 5'UTR act | TLR4-MyD88 BLA | Diaph inh CS | STAT1 activator | APP transl inh | NF-kB expr up | G6PDH CS | Diaphorase act | FLuc stim CS | FLuc inhib CS
COC(=O)Nc1nnc(COc2cccc(C)c2)s1 | 4 | 1 | 3 | 97 | -4 | 0.93 | 3 | 1 | 1.1 | -6
Cc1cc(C)c(NC(=O)CS(=O)CC(=O)N2CCN(c3ccccc3)CC2)c(C)c1 (stereo unspecified) | 2 | 0 | -9 | 96 | -2 | 1.1 | -2 | 1.1 | 1 | 2
COc1cccc2c1OC[C@@H](CO)[C@H]2N(C)C(=O)Nc1ccccc1 | nt | 13 | 12 | 101 | nt | 1.1 | 1 | 0.9 | 1.1 | -9
COC(=O)c1c(NC(=O)C2Cc3ccccc3C(=O)O2)sc2c1CCCC2 (stereo unspecified) | -17 | 3 | 10 | 102 | 17 | 1.2 | -29 | 0.9 | 1.1 | -5
CNC(=O)/C(C#N)=C/c1ccc(-c2ccccc2[N+](=O)[O-])o1 | -1 | -6 | 28 | 112 | 1 | 1.7 | 24 | 0.7 | 0.9 | 8
CCCn1c(SCC(=O)NC(C)c2ccccc2)n[nH]c1=O (stereo unspecified) | 1 | -22 | 5 | 104 | -1 | 1.1 | -1 | 0.9 | 1.1 | -9
